High-throughput results from PubChem.
RXFP1 ag: RXFP1 (human) receptor agonism; HEK293T-RXFP1 cAMP TR-FRET, 30 min; response scale: percent of porcine relaxin response, buffer zero; Potency, µM (series often up to 57.5 µM), without a hit: at the top dose activation, most hits filed as activators; 0.3% of 370,000 active; note: % is set by controls: 0 for no effect and ±100 for the full control effect; nearly all actives have a fitted effect of over 60% in size; many of its hits are not listed in these tables
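HEK293T cells stably expressing RXFP1 were pretreated with the PDE4 inhibitor Ro 20174, exposed to compounds for 30 min at 37C, lysed, and cAMP was read by TR-FRET. Data normalized to buffer (basal) and 29 nM porcine relaxin (100%).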
Vif-A3F inh: blocks the Vif interaction with APOBEC3F; HeLa A3F-eYFP + Vif (tagged APOBEC3F with the HIV-1 protein that degrades it), YFP fluorescence increase; Potency, µM (top dose mostly 46.1 µM), without a hit: top-dose activity, negative = active; 0.2% of 390,000 active; note: % of control where 0% means no effect; nearly all actives have a fitted effect of over 65% in size
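HeLa cells stably expressing Vif plus C-terminally eYFP-tagged A3F were seeded, incubated overnight at 37 deg C, dosed with compound, incubated overnight again at 37 deg C. Yellow fluorescence (Ex 488/Em 500-530) reported blocked Vif-mediated A3F-eYFP degradation.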
TrxR1 inh: rat TrxR1 inhibition; recombinant rTrxR1, NADPH fluorescence consumption, selenite substrate; Potency, µM (top dose mostly 114 µM), for the others: at the highest dose activity change, negative = inhibition, usual class: inhibitors; 1% of 390,000 active; AID 588453; note: % is set by controls: 0 for no effect and ±100 for the full control effect; nearly all actives have a fitted effect of over 65% in size
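Rat TrxR1 (90 nM in the dispensed reagent) was pre-reduced with 400 uM NADPH for 5 min at room temperature, then incubated with compound for 15 min. After 400 uM selenite was added, NADPH fluorescence (Ex 340/Em 450 nm) was followed for 8 min.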
mIDH1 inhibitor: blocks human mutant IDH1 R132H enzyme | IDH1-R132H enzyme, NADPH consumption, diaphorase/resazurin fluorescence | Potency, µM (titrated, usually from 76.6 µM), inactives show at the top dose activity change, negative = inhibition, most hits filed as inhibitors | 0.093% of 390,000 active | O75874; note: % is set by controls: 0 for no effect and ±100 for the full control effect; nearly all actives have a fitted effect of over 65% in size
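IDH1-R132H (0.5 ug/mL dispensed) in pH 7.5 Tris buffer was preincubated 30 min with compound, then given a substrate mix of 0.016 mM NADPH and 2 mM alpha-KG for 80 min at room temperature; remaining NADPH was read by diaphorase/resazurin fluorescence.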
ALOX12 inh: blocks human arachidonate 12S-lipoxygenase. P18054. purified 12hLO, xylenol orange hydroperoxide absorbance. Potency, µM (doses to about 108 µM), without a hit: at the top dose activity change, negative = inhibition, most hits filed as inhibitors. 1.1% of 580,000 active. AID 1671190; note: % is set by controls: 0 for no effect and ±100 for the full control effect
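Purified human 12hLO at 150 nM in 25 mM Hepes, 0.01% Triton X-100, pH 7.0, preincubated 15 min at room temperature with compound. Reaction started with 40 uM arachidonic acid, 30 min at room temperature. Hydroperoxide measured by Fe-xylenol orange, 573/405 nm absorbance ratio.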
Vif-A3G inh: blocks the Vif interaction with human APOBEC3G; Potency, µM (titrated, usually from 46.1 µM), for inactives: top-dose activity, negative = active, actives largely listed as inhibitors; 0.076% of 410,000 active; HeLa A3G-eYFP + Vif (tagged APOBEC3G with the HIV-1 protein that degrades it), YFP fluorescence, overnight; AID 602310;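 note: % is set by controls: 0 for no effect and ±100 for the full control effect; nearly all actives have a fitted effect of over 60% in size; hits raise eYFP signal because A3G escapes Vif-driven loss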
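HeLa cells stably expressing Vif and C-terminally eYFP-tagged A3G, seeded overnight at 37 deg C, then exposed to compound by pintool overnight at 37 deg C. Rise in yellow fluorescence (Ex 488/Em 500-530, Acumen) marks blocked Vif-driven A3G degradation.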
USP1-UAF1 inh: USP1/UAF1 (human) deubiquitinase inhibition; O94782; recombinant USP1/UAF1, Ub-Rhodamine cleavage fluorescence; Potency, µM (series often up to 57.1 µM), inactives show at the top dose activity change, negative = inhibition, actives largely listed as inhibitors; 0.23% of 390,000 active; note: % is set by controls: 0 for no effect and ±100 for the full control effect; nearly all actives have a fitted effect of over 60% in size; inactives centre near -12
Target sequence (O94782 whole entry, looked up): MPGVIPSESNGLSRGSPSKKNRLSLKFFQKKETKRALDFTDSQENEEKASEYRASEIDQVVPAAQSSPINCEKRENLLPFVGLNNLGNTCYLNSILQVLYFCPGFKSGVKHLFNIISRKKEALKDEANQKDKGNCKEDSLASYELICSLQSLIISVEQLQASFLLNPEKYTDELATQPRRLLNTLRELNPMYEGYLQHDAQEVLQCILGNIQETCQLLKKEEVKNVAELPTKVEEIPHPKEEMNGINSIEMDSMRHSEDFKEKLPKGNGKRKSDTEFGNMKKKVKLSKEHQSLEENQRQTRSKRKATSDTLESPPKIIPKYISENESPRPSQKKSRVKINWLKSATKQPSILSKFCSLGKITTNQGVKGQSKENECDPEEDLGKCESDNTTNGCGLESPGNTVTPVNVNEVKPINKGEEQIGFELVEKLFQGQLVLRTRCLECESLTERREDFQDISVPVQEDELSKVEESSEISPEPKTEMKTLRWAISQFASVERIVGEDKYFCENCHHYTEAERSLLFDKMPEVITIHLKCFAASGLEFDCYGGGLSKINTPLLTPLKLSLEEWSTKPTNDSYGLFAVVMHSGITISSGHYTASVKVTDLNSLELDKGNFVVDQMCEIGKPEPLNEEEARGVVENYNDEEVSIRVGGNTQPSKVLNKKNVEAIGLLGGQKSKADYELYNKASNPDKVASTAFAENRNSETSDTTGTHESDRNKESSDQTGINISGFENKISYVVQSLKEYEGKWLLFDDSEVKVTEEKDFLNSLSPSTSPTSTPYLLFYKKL
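USP1/UAF1 complex (1 nM) preincubated 15 min at room temperature with compound, then Ub-Rho substrate (150 nM final) added. Kinetic fluorescence at 480/540 nm over 6 reads at 60 s intervals; 50 mM HEPES pH 7.8, 0.5 mM EDTA, 0.1 mg/ml BSA, 1 mM TCEP, 0.01% Tween-20.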
TrxR1 substrate: rat thioredoxin reductase 1 substrate activity | purified TrxR1 substrate turnover, NADPH consumption readout | 0.01% of 390,000 active | Potency, µM (series often up to 114 µM), for the others: at the top dose activity change, negative = substrate turnover; note: % is set by controls: 0 for no effect and ±100 for the full control effect; nearly all actives have a fitted effect of over 50% in size
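Rat TrxR1, dispensed at 90 nM, was prereduced with 400 uM NADPH (final) for 5 min at ~22 deg C, then incubated with compound 15 min before 400 uM selenite. A first-read NADPH fluorescence drop versus no-compound background flagged substrates.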
RGS4 inh: human RGS4 inhibition | Potency, µM (series often up to 114 µM), inactives show top-dose activity change, negative = inhibition, usual class: inhibitors | Transcreener GDP fluorescence polarization, RGS4-accelerated GTP hydrolysis | AID 504845 | P49798 | 0.039% of 390,000 active; note: % is set by controls: 0 for no effect and ±100 for the full control effect; nearly all actives have a fitted effect of over 75% in size; some results filed as inactive show a strong effect at the top dose
Target sequence (P49798 whole entry, looked up): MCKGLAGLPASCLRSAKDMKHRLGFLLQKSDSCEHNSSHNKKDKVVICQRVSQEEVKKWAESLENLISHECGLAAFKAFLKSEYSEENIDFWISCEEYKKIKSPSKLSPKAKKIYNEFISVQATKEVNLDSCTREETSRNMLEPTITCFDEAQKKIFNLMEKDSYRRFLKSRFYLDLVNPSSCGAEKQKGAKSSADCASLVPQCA
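MLSMR compounds (23 nl, pin-transferred) preincubated 10 min at room temperature with a 500nM (2x) first reagent, then RGS4 at 900nM (2x) plus Transcreener GDP mix added; fluorescence polarization (620/688 nm) read before and after 90 min at 30 °C.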
The depositor's hits bear a star; & = joins results of further samples; [ ] = dose if it differs, or a comment. Calls come from the whole dose curve; as a rule, active = well fitted curve in the direction sought with a large enough effect; inconclusive = small, poorly fitted or top-dose-only effect, or another doubt; inactive = no such curve, though single readings can be large; an effect the other way counts as inactive or inconclusive. Potency is the fitted concentration of half-maximal effect.

How did COc1ccc(-c2cc(C(=O)N/N=C(\C)c3cccnc3)c3ccccc3n2)cc1 do in these assays?
RXFP1 ag: 2.8%; Vif-A3F inh: -14%; TrxR1 inh: 4%; mIDH1 inhibitor: 8%; ALOX12 inh: 431%[activator]; Vif-A3G inh: -22%; USP1-UAF1 inh: -23%; TrxR1 substrate: 14%; RGS4 inh: -42%

Results for Clc1ccc(-c2nn3c(-c4cc(-c5ccccc5)n[nH]4)nnc3s2)cc1 ?
TrxR1 inh: 1%; Vif-A3G inh: 1%; TrxR1 substrate: -3%; RGS4 inh: 12%

Results for CNC(=O)C[C@H]1C(=O)N(Cc2ccccc2)C[C@@H]1Cc1ccccc1 ?
Vif-A3F inh: 1%; mIDH1 inhibitor: -1%; ALOX12 inh: 11%; Vif-A3G inh: 1%; USP1-UAF1 inh: -12%

How did CCCCn1c(CN2C(=O)c3ccccc3C2=O)nc2ccccc2c1=O do in these assays?
RXFP1 ag: -0.2%; Vif-A3F inh: 8%; TrxR1 inh: 9%[57.1 µM]; mIDH1 inhibitor: 2%; ALOX12 inh: 6%; Vif-A3G inh: -2%; USP1-UAF1 inh: -5%; TrxR1 substrate: 6%[57.1 µM]; RGS4 inh: -15%

What do the screens show for `Cc1ccc(-c2nnc3ccc(SCC(=O)N4CCc5ccccc54)nn23)cc1`?
RXFP1 ag: 17%; Vif-A3F inh: 0%; TrxR1 inh: -11%; mIDH1 inhibitor: -13%; ALOX12 inh: 23%; Vif-A3G inh: -1%; USP1-UAF1 inh: 2%; TrxR1 substrate: -4%; RGS4 inh: -3%

What do the screens show for `CCOc1ccc(NC(=O)c2sc3nc4n(c(=O)c3c2C)CCCC4)cc1`?
RXFP1 ag: 10%; Vif-A3F inh: 0%; TrxR1 inh: inconclusive; mIDH1 inhibitor: 0%; ALOX12 inh: 12%; Vif-A3G inh: 5%; USP1-UAF1 inh: -15%; TrxR1 substrate: 4%[11.4 µM]; RGS4 inh: -20%

How did CC(=C/C(=O)O)/C=C/c1ccc([N+](=O)[O-])cc1 do in these assays?
RXFP1 ag: -5.2%; Vif-A3F inh: -5%; TrxR1 inh: -1%[57.1 µM]; mIDH1 inhibitor: 1%; ALOX12 inh: -22%; Vif-A3G inh: 0%; USP1-UAF1 inh: -10%; TrxR1 substrate: 2%[57.1 µM]; RGS4 inh: -9%

What do the screens show for `CC1CCC(=O)N(CCSc2ccccc2)CC1` (stereo not given)?
RXFP1 ag: 0.4%; Vif-A3F inh: -7%; TrxR1 inh: 18%&3%; mIDH1 inhibitor: 6%; ALOX12 inh: 3%; Vif-A3G inh: -5%&-1%; USP1-UAF1 inh: -10%; TrxR1 substrate: 4%&-10%; RGS4 inh: -10%

What do the screens show for `OCC(O)CN1CCCC1` (stereo not given)?
RXFP1 ag: 0.1%; Vif-A3F inh: 2%; TrxR1 inh: 13%[11.4 µM]; mIDH1 inhibitor: 8%; ALOX12 inh: inconclusive; Vif-A3G inh: 0%; USP1-UAF1 inh: -24%; TrxR1 substrate: 8%[57.1 µM]; RGS4 inh: 5%

What do the screens show for `Cc1cc(C)nc(Nc2ncc(O)n2-c2ccccc2)n1`?
RXFP1 ag: -0.8%; Vif-A3F inh: -6%; TrxR1 inh: 8%; mIDH1 inhibitor: 2%; ALOX12 inh: inconclusive; Vif-A3G inh: 2%; USP1-UAF1 inh: inconclusive; TrxR1 substrate: 0%; RGS4 inh: -3%

Results for N/C(=N\OC(=O)CCC1CCCC1)c1cccc([N+](=O)[O-])c1 ?
RXFP1 ag: -0.1%; Vif-A3F inh: -4%; TrxR1 inh: -9%; mIDH1 inhibitor: 1%; ALOX12 inh: -1%; Vif-A3G inh: 1%; USP1-UAF1 inh: -1%; TrxR1 substrate: -9%; RGS4 inh: 12%

What do the screens show for `Cc1ccc(C)c(NCc2ccccc2CO)c1`?
RXFP1 ag: 0.3%; Vif-A3F inh: 1%; TrxR1 inh: 9%[57.1 µM]; mIDH1 inhibitor: -2%; ALOX12 inh: 7%; Vif-A3G inh: 9%; USP1-UAF1 inh: -8%; TrxR1 substrate: 6%[57.1 µM]; RGS4 inh: -27%

How did CCCCSc1nc2c(cnn2-c2ccc(C)c(C)c2)c(=O)[nH]1 do in these assays?
RXFP1 ag: 0.3%; Vif-A3F inh: -9%; TrxR1 inh: 8%; mIDH1 inhibitor: 0%; ALOX12 inh: inconclusive; Vif-A3G inh: 0%; USP1-UAF1 inh: inconclusive; TrxR1 substrate: -2%; RGS4 inh: 8%

How did O=C(c1cc(N2C(=O)C3C4CCC(C4)C3C2=O)ccc1Cl)N1CCN(c2ccc(F)cc2)CC1 (stereo not given) do in these assays?
RXFP1 ag: 0.0%; Vif-A3F inh: 1%; TrxR1 inh: 12%; mIDH1 inhibitor: 8%; ALOX12 inh: -7%; Vif-A3G inh: -10%; USP1-UAF1 inh: -5%; TrxR1 substrate: 2%; RGS4 inh: 19%

What do the screens show for `Cc1c(Br)cc(C(=O)NC2CCCCC2)c(C)c1C`?
RXFP1 ag: 2.1%; Vif-A3F inh: -9%; TrxR1 inh: 19%[57.1 µM]; mIDH1 inhibitor: 10%; ALOX12 inh: 4%; Vif-A3G inh: 1%; USP1-UAF1 inh: -3%; TrxR1 substrate: 6%[57.1 µM]; RGS4 inh: 8%

What do the screens show for `CCOc1ccc(NC(=O)[C@@H]2CCCN2C(=O)c2cccs2)cc1S(=O)(=O)N1CCCCC1`?
RXFP1 ag: -0.1%; Vif-A3F inh: -10%; TrxR1 inh: -3%; mIDH1 inhibitor: -2%; ALOX12 inh: 393%[activator]; Vif-A3G inh: 0%; USP1-UAF1 inh: -16%; TrxR1 substrate: -9%; RGS4 inh: -1%

How did Cc1cccc(NC(=O)N2CCC(c3nc4ccccc4o3)CC2)c1 do in these assays?
RXFP1 ag: 0.8%; Vif-A3F inh: -9%; TrxR1 inh: 7%; mIDH1 inhibitor: 10%; ALOX12 inh: -16%; Vif-A3G inh: -2%; USP1-UAF1 inh: -11%; TrxR1 substrate: 5%; RGS4 inh: -8%

How did CCOCCCNC(=O)C(NC(=O)c1ccc(=O)[nH]c1)c1ccccc1 (stereo not given) do in these assays?
RXFP1 ag: 0.8%; Vif-A3F inh: 0%; TrxR1 inh: 8%[57.1 µM]; mIDH1 inhibitor: -1%; ALOX12 inh: 24%; Vif-A3G inh: -8%; USP1-UAF1 inh: -3%; TrxR1 substrate: 10%[57.1 µM]; RGS4 inh: 4%

Results for Cc1cc(C(=O)COC(=O)c2ccc(NC(=O)CC#N)cc2)c(C)n1-c1ccc(OC(F)F)cc1 ?
Vif-A3F inh: -19%; TrxR1 inh: -1%; mIDH1 inhibitor: 1%; ALOX12 inh: -17%; Vif-A3G inh: -1%; USP1-UAF1 inh: -19%; TrxR1 substrate: -9%; RGS4 inh: 11%

What do the screens show for `O=C(NCCCN1CCN(c2ccccc2F)CC1)C1CCCN(S(=O)(=O)c2cnc[nH]2)C1` (stereo not given)?
RXFP1 ag: 0.1%; Vif-A3F inh: -9%; TrxR1 inh: 2%; mIDH1 inhibitor: 1%; ALOX12 inh: 22%; Vif-A3G inh: -3%; USP1-UAF1 inh: -7%; TrxR1 substrate: -1%; RGS4 inh: -3%

What do the screens show for `Nc1nc(SCC(=O)Nc2cc(Cl)ccc2Cl)n[nH]1`?
Vif-A3F inh: 3%; TrxR1 inh: -2%[11.4 µM]; mIDH1 inhibitor: 2%; ALOX12 inh: -3%; Vif-A3G inh: 1%; USP1-UAF1 inh: -8%; TrxR1 substrate: 4%[11.4 µM]; RGS4 inh: -51%

What do the screens show for `CCOC(=O)Cc1cc(-c2ccc(OC)cc2)nc2ccc3ccccc3c12`?
RXFP1 ag: -1.3%; Vif-A3F inh: -11%; TrxR1 inh: 26%; mIDH1 inhibitor: 5%; ALOX12 inh: -6%; Vif-A3G inh: -6%; USP1-UAF1 inh: -21%; TrxR1 substrate: 53%[activator]; RGS4 inh: -2%

How did CCOC(=O)c1ccc(NC(=O)COC(=O)c2cccc(Oc3ccccc3)c2)cc1 do in these assays?
RXFP1 ag: 0.2%; Vif-A3F inh: -10%; TrxR1 inh: -7%; mIDH1 inhibitor: 2%; ALOX12 inh: -14%; Vif-A3G inh: -1%; USP1-UAF1 inh: -15%; TrxR1 substrate: -14%; RGS4 inh: 29%

Results for CCc1ccc2oc(-c3cc(N=Cc4cccc(OC)c4O)ccc3O)nc2c1 ?
RXFP1 ag: 1.1%; Vif-A3F inh: -9%; TrxR1 inh: 15%[57.1 µM]; mIDH1 inhibitor: 14%; Vif-A3G inh: -5%; USP1-UAF1 inh: -17%; TrxR1 substrate: -3%[57.1 µM]; RGS4 inh: 5%

A portion of the library; the hit share may differ from the screen's.
